# A3G deaminase – APOBEC3G DNA deaminase inhibitors, primary screen, biochemical, fluorescence, single-stranded DNA substrate, uHTS; 0.28% of 330,000 active; inhibition, % at 20 µM; recombinant A3G, ssDNA deamination FAM/TAMRA fluorescence; AID 493012, 2011; DNA dC->dU-editing enzyme APOBEC-3G (Homo sapiens), Q9HC16;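 active = inhibition of at least 40% at 20 µM, with no more than 30% in the related APOBEC3A deaminase screen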;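 note: plate controls were DMSO wells with A3G for no effect and wells lacking A3G enzyme for full effect; some compounds called inactive have numbers as strong as hits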
# Target sequence (Q9HC16 whole entry, looked up): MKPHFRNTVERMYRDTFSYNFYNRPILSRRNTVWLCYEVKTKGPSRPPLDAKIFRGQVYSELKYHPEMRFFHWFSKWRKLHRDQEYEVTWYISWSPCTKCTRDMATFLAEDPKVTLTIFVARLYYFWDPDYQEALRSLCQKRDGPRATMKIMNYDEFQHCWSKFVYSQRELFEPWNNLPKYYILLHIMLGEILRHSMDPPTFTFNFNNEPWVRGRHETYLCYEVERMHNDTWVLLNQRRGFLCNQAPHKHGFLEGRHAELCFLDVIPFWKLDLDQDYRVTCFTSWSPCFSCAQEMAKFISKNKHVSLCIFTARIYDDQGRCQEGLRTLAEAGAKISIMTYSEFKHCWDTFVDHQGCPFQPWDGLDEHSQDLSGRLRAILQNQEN
# MPTP block – mitochondrial permeability transition pore inhibitors, primary screen, biochemical, isolated mouse mitochondria, absorbance; Ca2+ swelling absorbance, 30 min; inhibition, % at 10 µM; 1.4% of 360,000 active;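 active = inhibition of 50% or more, scaled per plate between neutral and stimulator controls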;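 note: 0% = DMSO wells given calcium and 100% = 1 mM EGTA wells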
# CXCR6 inh – CXCR6 receptor inhibitors, primary screen, cell-based, beta-arrestin, luminescence, CHO-K1 PathHunter, 1536-well | 0.36% of 360,000 active | AID 602244, 2012 | inhibition, % at 20 µM | C-X-C chemokine receptor type 6 (Homo sapiens), O00574; in the data active = inhibition above about 34%, passing the limit was not always enough;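 note: antagonist mode with CXCL16 agonist at 10 nM final; 0% = 10 nM CXCL16 with DMSO and 100% = unstimulated wells without agonist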
# CCR6 antag – CCR6 receptor antagonists, primary screen, cell-based, CHO-K1, luminescence, beta-arrestin, uHTS. 0.49% of 340,000 active. CHO-K1 CCR6 PathHunter beta-arrestin, CCL20-stimulated. inhibition, % at 20 µM. C-C chemokine receptor type 6 (Homo sapiens), P51684;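 active = compounds whose inhibition of the agonist-driven luminescence signal at 20 µM reaches about 50%, limit read from the data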;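 note: cells stimulated with CCL20 at 14 nM final; plate controls were DMSO with CCL20 for no effect and DMSO without agonist for full effect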
# GRIN3A LBD mod – binders of NR3A ligand-binding domain, primary screen, biophysical, differential scanning fluorimetry, uHTS | AID 1259313, 2017 | Tm shift relative to glycine control, % at 25 µM | 2.5% of 340,000 active | NR3A LBD differential scanning fluorimetry, Tm shift; 0% = protein alone, 100% = glycine-bound protein | Glutamate receptor ionotropic, NMDA 3A (GRIN3A) ligand-binding domain;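 active = melting temperature shift of at least 10% of the positive control shift, at one fixed dose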
# A3A deaminase – APOBEC3A ssDNA deaminase inhibitors, primary screen, selectivity assay for APOBEC3G inhibitor project, biochemical, FAM/TAMRA oligo cleavage fluorescence; recombinant A3A, FAM/TAMRA ssDNA deamination fluorescence; inhibition, % at 20 µM; 0.41% of 330,000 active; AID 493011, 2011;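 active = at least 40% inhibition at 20 µM here, with at most 30% in a related deaminase screen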;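 note: plate controls were A3A with DMSO for no effect and wells lacking A3A enzyme for full effect; some results filed as inactive read as strong as hits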
# Target sequence (P31941 whole entry, looked up): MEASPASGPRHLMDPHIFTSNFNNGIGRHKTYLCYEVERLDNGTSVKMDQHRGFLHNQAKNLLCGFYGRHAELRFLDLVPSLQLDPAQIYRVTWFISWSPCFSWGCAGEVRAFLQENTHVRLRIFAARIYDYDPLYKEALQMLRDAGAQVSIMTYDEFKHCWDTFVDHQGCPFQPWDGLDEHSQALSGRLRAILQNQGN
# EBI2 block – EBI2 receptor antagonists, beta-arrestin recruitment, primary screen, cell-based, luminescence, 7a,25-OHC stimulation, uHTS | 0.81% of 360,000 active | inhibition, % at 5 µM | G-protein coupled receptor 183 (Homo sapiens), P32249 | AID 651636, 2012 | 7a,25-OHC stimulated; in the data active = inhibition above about 38%;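 note: enzyme fragment complementation signal reports receptor beta-arrestin coupling in cells; 0% = agonist plus DMSO wells and 100% = wells without agonist; some results beyond the cut were filed as inactive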
# Target sequence (P32249 whole entry, looked up, the tested form may be a part): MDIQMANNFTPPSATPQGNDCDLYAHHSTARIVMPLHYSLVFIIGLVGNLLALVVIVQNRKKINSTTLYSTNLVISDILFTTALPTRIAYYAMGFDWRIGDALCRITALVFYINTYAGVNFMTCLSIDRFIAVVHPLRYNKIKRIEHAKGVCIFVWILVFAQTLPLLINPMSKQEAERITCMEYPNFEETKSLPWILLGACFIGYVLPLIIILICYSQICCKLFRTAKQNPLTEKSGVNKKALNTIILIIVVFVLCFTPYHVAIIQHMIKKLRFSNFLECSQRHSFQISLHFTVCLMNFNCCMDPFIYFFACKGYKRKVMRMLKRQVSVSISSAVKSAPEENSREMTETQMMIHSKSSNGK
# Gli-Sufu block – Gli-Sufu pathway antagonists, primary screen, luciferase luminescence, Sufu-KO-LIGHT cells, uHTS. inhibition, % at 5 µM. AID 588413, 2011. 0.74% of 340,000 active. Sufu-KO-LIGHT fibroblasts, Gli luciferase reporter luminescence;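 active = inhibition above about 55%, limit read from the data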;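 note: 0% = DMSO-treated cells and 100% = wells with medium but no cells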
# An asterisk follows results filed as active; · = no result given.
# The opening two entries as a preview:
1: Cc1ccc(CN2CCSCC2)cc1
2: CCOC(=O)c1cc(CC)sc1NC(=O)c1ccc2c(c1)OCCO2

Assay by compound	1	2
CCR6 antag	-2.3	-2.4
A3A deaminase	-7.1	-0.4
CXCR6 inh	-1.7	-0.2
EBI2 block	-0.3	17.9
GRIN3A LBD mod	-3.8	2.4
MPTP block	0.4	2.0
Gli-Sufu block	-9.5	2.1
A3G deaminase	-6.9	15.5

# The whole of this part, from the start:
1: Cc1ccc(CN2CCSCC2)cc1
2: CCOC(=O)c1cc(CC)sc1NC(=O)c1ccc2c(c1)OCCO2
3: O=C(c1cn(-c2ccccc2)nc1-c1ccncc1)N1CCCCC1
4: COC(=O)c1ccc(NC(=O)COC(=O)C2CCC2)cc1
5: COC(=O)N/N=C/c1ccccc1
6: Cc1nc2c(sc(=S)n2Cc2ccco2)c(=O)n1CC(=O)Nc1ccc(F)cc1

Assay by compound	1	2	3	4	5	6
CCR6 antag	-2.3	-2.4	3.6	14.3	10.1	-7.5
A3A deaminase	-7.1	-0.4	-4.4	-2.0	1.1	-4.9
CXCR6 inh	-1.7	-0.2	4.4	2.1	-9.1	2.7
EBI2 block	-0.3	17.9	12.8	6.7	-1.7	13.8
GRIN3A LBD mod	-3.8	2.4	-1.4	1.2	1.4	14.2*
MPTP block	0.4	2.0	2.3	-0.6	-2.2	1.6
Gli-Sufu block	-9.5	2.1	7.9	-11.5	21.9	11.6
A3G deaminase	-6.9	15.5	-4.3	-8.0	-1.2	-7.5

# Compound profiles (already shown). Values in the order: CCR6 antag	A3A deaminase	CXCR6 inh	EBI2 block	GRIN3A LBD mod	MPTP block	Gli-Sufu block	A3G deaminase
# Cc1ccc(CN2CCSCC2)cc1 as listed: -2.3	-7.1	-1.7	-0.3	-3.8	0.4	-9.5	-6.9
# COC(=O)N/N=C/c1ccccc1 as listed: 10.1	1.1	-9.1	-1.7	1.4	-2.2	21.9	-1.2
# CCOC(=O)c1cc(CC)sc1NC(=O)c1ccc2c(c1)OCCO2 as listed: -2.4	-0.4	-0.2	17.9	2.4	2.0	2.1	15.5
# Cc1nc2c(sc(=S)n2Cc2ccco2)c(=O)n1CC(=O)Nc1ccc(F)cc1 as listed: -7.5	-4.9	2.7	13.8	14.2*	1.6	11.6	-7.5
# COC(=O)c1ccc(NC(=O)COC(=O)C2CCC2)cc1 as listed: 14.3	-2.0	2.1	6.7	1.2	-0.6	-11.5	-8.0

# Remaining list, next part:
7: CC1CCCC(C)N1C(=O)CSCc1ccc(Cl)cc1 (stereo not given)
8: COc1ccc(C(C)=O)cc1CSCC(=O)O
9: Cc1cc(C(=O)OCC(=O)Nc2ccc(S(N)(=O)=O)cc2)c2ccccc2n1
10: Clc1ccc(C2=NNC(=NCC3CCCO3)SC2)cc1 (stereo not given)
11: Cc1ccc2c(c1)N(CCC(=O)NCc1cccnc1)C(=O)CO2
12: O=C(O)CNC(=O)C1(N2C(=O)c3ccccc3C2=O)CCCC1

Assay by compound	7	8	9	10	11	12
CCR6 antag	3.7	-16.9	3.5	6.5	-15.6	4.3
A3A deaminase	0.4	-6.2	-3.1	0.1	-3.1	·
CXCR6 inh	-3.2	7.2	6.2	-3.0	-4.0	-4.5
EBI2 block	-10.1	0.1	-4.1	20.2	-7.3	0.0
GRIN3A LBD mod	1.0	-2.0	-4.6	-2.4	0.4	-0.9
MPTP block	1.1	-2.4	0.5	1.9	2.0	-1.8
Gli-Sufu block	-6.8	-9.0	-3.9	-52.0	2.7	-1.0
A3G deaminase	4.7	-16.9	-2.0	-5.4	-5.6	·

13: O=C(O)C1C2C=CC(C2)C1C(=O)Nc1ccc(Cl)c(Cl)c1 (stereo not given)
14: Nc1nc(Cn2nnc(-c3ccccc3Cl)n2)nc(N2CCOCC2)n1
15: COC(=O)c1ccc(-c2nc(-c3cccs3)no2)cc1
16: COc1ccc(C(c2nnnn2CC2CCCO2)N2CCN(c3ccccc3)CC2)cc1 (stereo not given)
17: CCOC(=O)N1CCN(C(=O)C2CCC(CNS(=O)(=O)c3ccccc3)CC2)CC1 (stereo not given)
18: CCN(CC)CCNC(=O)c1ccc(NC2=NC3CS(=O)(=O)CC3S2)cc1 (stereo not given)

Assay by compound	13	14	15	16	17	18
CCR6 antag	7.1	8.7	1.5	13.0	6.2	-1.7
A3A deaminase	17.0	-5.1	-3.2	-4.4	9.2	-2.9
CXCR6 inh	3.4	-0.7	-1.9	-4.4	8.7	1.3
EBI2 block	3.8	-15.7	-3.4	9.4	-6.3	-2.8
GRIN3A LBD mod	0.1	-3.3	0.4	1.0	0.5	-1.4
MPTP block	-0.6	0.4	0.8	0.5	-0.3	-0.6
Gli-Sufu block	2.7	-10.9	-49.4	1.4	3.6	0.4
A3G deaminase	2.9	-14.1	-8.9	-4.5	-4.7	-3.8

19: O=C(O)c1ccc(Cn2nnc3sc4c(c3c2=O)CCCC4)cc1
20: CCCCN(CC)Cc1ccc(CNC(=S)Nc2c(C)cc(C)cc2C)o1
21: O=C(Nc1ccc2c(c1)OCCO2)C1CCN(S(=O)(=O)c2cccs2)CC1
22: O=C(COC(=O)c1cnccn1)Nc1ncc(Cl)cc1Cl
23: CCCc1cc(C(=O)NC2CCCC2)no1
24: CCCn1c(N)c(N(CCOC)C(=O)c2cc(Cl)nc3ccccc23)c(=O)[nH]c1=O

Assay by compound	19	20	21	22	23	24
CCR6 antag	28.0	0.0	11.0	0.7	-1.3	5.4
A3A deaminase	1.3	-1.2	-5.1	22.8	-1.5	-1.0
CXCR6 inh	3.8	12.3	-9.9	-7.9	-0.7	-18.2
EBI2 block	1.3	7.2	-3.6	-4.3	3.0	-6.0
GRIN3A LBD mod	-0.4	-2.6	-1.0	-1.9	3.8	-1.1
MPTP block	-1.3	2.1	-0.2	1.1	-0.3	0.3
Gli-Sufu block	-6.9	25.2	1.0	0.0	-38.8	-3.1
A3G deaminase	-2.6	-6.2	-4.4	2.5	-0.7	-5.7

25: O=C1CCCC2=C1C(c1cccc(O)c1)c1c(ccc3ncccc13)N2 (stereo not given)
26: CCOC(=O)C1CCCc2c1[nH]c1c(C(N)=O)cccc21 (stereo not given)
27: COc1ccc(CCNS(=O)(=O)c2c(C)nc3scc(C)n3c2=O)cc1OC
28: O=S(=O)(c1ccc(Cl)cc1)c1nc(-c2ccco2)oc1N1CCCCC1
29: C[C@H](CO)N1C[C@H](C)[C@@H](CN(C)Cc2ccc(C(=O)O)cc2)Oc2c(NC(=O)c3ccncc3)cccc2C1=O
30: CCOC(=O)c1cc(-c2ccccc2)n(CC(=O)O)c1C

Assay by compound	25	26	27	28	29	30
CCR6 antag	-2.1	-5.1	-3.2	26.6	-1.1	16.5
A3A deaminase	-4.5	-6.1	-0.4	2.1	0.8	1.6
CXCR6 inh	1.7	-4.9	2.9	-0.6	-8.6	0.0
EBI2 block	2.8	4.2	-8.0	-7.7	-2.3	3.1
GRIN3A LBD mod	-0.5	0.7	-2.2	0.4	3.1	-1.6
MPTP block	-1.0	2.5	-0.7	0.7	-0.7	1.7
Gli-Sufu block	8.5	1.8	-14.2	7.0	1.6	-2.0
A3G deaminase	-7.0	-7.9	-5.8	2.5	2.5	-1.4

31: CN1CCc2c(sc(/N=C/c3c[nH]c4ccccc34)c2C#N)C1
32: CC(=O)N1c2c(cc(Br)cc2S(=O)(=O)NCc2ccc3c(c2)OCO3)CC1C (stereo not given)
33: CC1CCCCC1NC(=O)COC(=O)COc1ccccc1Cl (stereo not given)
34: CC(=O)c1ccc(N2CCN(C(=O)c3ccc(Cl)c(NC4=NC5CS(=O)(=O)CC5S4)c3)CC2)cc1 (stereo not given)
35: Cc1ccnc(NC(=O)c2cccc3ccccc23)c1
36: Cc1cc(C(=O)OCC(=O)Nc2c(Cl)cccc2Cl)c(C)o1

Assay by compound	31	32	33	34	35	36
CCR6 antag	17.4	-4.0	2.7	-1.3	5.8	2.8
A3A deaminase	-8.7	-0.8	2.1	-8.4	-1.1	2.6
CXCR6 inh	7.0	0.7	4.7	-1.5	0.8	-5.0
EBI2 block	0.2	-4.0	-2.9	-5.3	3.6	-2.9
GRIN3A LBD mod	-6.6	-0.3	-1.7	-0.7	0.7	-1.1
MPTP block	5.0	1.9	-1.6	-3.2	0.4	-0.2
Gli-Sufu block	-13.6	-2.9	-8.0	-8.2	-23.9	-1.2
A3G deaminase	-23.6	-0.1	-5.9	-5.0	-2.5	-3.9

37: Cc1cc(C)nc(NC(=O)c2ccc(C)c(C)c2)n1
38: O=C(CSCc1ccc(Br)cc1)N1CCOCC1
39: Cc1cc(C)nc(SCC(=O)N/N=C\c2sccc2C)n1
40: COc1cc(CNCCCCO)ccc1OCc1ccccc1F
41: Oc1[nH]c2ccc(Br)cc2c1N=Nc1ccc(C(F)(F)F)cn1
42: O=C(c1cc(-c2ccccc2)nn1CC1CC(c2cccnc2)=NO1)N1CCOCC1 (stereo not given)
43: COc1ccc(C2SCCN2C(=O)c2ccc([N+](=O)[O-])cc2)cc1 (stereo not given)
44: Cc1c(C(N)=O)sc2ncn(CC(=O)N3CCC(C)CC3)c(=O)c12

Assay by compound	37	38	39	40	41	42	43	44
CCR6 antag	8.3	3.5	7.7	4.4	11.9	-5.9	4.4	-16.1
A3A deaminase	-2.6	0.1	2.2	4.3	3.3	0.6	0.4	-5.8
CXCR6 inh	7.9	-1.8	8.2	-2.8	-1.8	-0.6	-2.1	-4.0
EBI2 block	-6.7	0.4	-14.1	0.3	9.6	-3.0	0.4	5.7
GRIN3A LBD mod	0.7	-0.1	-0.5	-4.3	20.8*	-1.2	-4.5	2.2
MPTP block	-0.3	1.4	0.6	1.5	16.1	-2.5	-0.7	-0.2
Gli-Sufu block	21.3	-12.0	-0.4	17.5	-1.3	-1.0	1.6	1.9
A3G deaminase	5.9	-3.3	-1.0	14.8	-3.6	3.3	-2.5	-7.3

# High-throughput results (PubChem BioAssay)
